TDP43 rescue: inhibitors of TDP-43 toxicity in yeast. TDP-43 expressing yeast growth rescue, BacTiter-Glo, 24 h. Potency, µM (titrated, usually from 46.1 µM), without a hit: at the top dose growth rescue (activation), most hits filed as activators. actives 1.8% (n = 410,000). AID 652104; note: % of control where 0% means no effect; nearly all actives have a fitted effect of over 50% in size
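In this qHTS, compounds that restore growth of yeast expressing TDP-43 appear as activators. Cells (OD600=0.02, galactose medium, raffinose-pregrown) are incubated with compound 24 hr at 30 deg C and growth is quantified by BacTiter-Glo.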
EPAC1 ag: agonists of human EPAC1 | EPAC1 agonist qHTS, biochemical assay; response scale: 100% = response to 6.5 mM cAMP | Potency, µM (top dose mostly 154 µM), without a hit: at the top dose activation, hits mostly activators | actives 0.073% (n = 360,000); note: nearly all actives have a fitted effect of over 60% in size
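EPAC1 100 nM, Rap1B–BODIPY-GDP 250 nM, unlabeled GDP 50 uM; compound titration; 5 min RT; kinetic read ex480/em540 at 5-min intervals ×30 min; data normalized to 6.5 mM cAMP agonist control.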
PTHR1 ag: activates the human parathyroid hormone receptor PTHR1 | HEK293 GP2 PTHR1 cells, GloSensor cAMP luminescence, 1 h | Potency, µM (highest dose often 115 µM), for inactives: at the top dose activation, most hits filed as activators | actives 0.075% (n = 410,000); note: nearly all actives have a fitted effect of over 55% in size; some results filed as inactive show a strong effect at the top dose; inactives centre near -15; many of its hits are not listed in these tables
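HEK-293-derived GP2 cells expressing PTHR1 and a GloSensor cAMP reporter, 3,000/well, plated overnight, given luciferin plus IBMX (each 0.5 mM as added) for 1 h at 37 °C, then compound for 1 h at 37 °C. Luminescence was read after 15 min at room temperature.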
EPAC2 agonist: activates human EPAC2 exchange factor. Q8WZA2. actives 0.079% (n = 360,000). EPAC2 activation, biochemical qHTS; response scale: 100% = 6.5 mM cAMP response. Potency, µM (top dose mostly 154 µM), for the others: top-dose activation, most hits filed as activators; note: nearly all actives have a fitted effect of over 50% in size
Target sequence (Q8WZA2 whole entry, looked up): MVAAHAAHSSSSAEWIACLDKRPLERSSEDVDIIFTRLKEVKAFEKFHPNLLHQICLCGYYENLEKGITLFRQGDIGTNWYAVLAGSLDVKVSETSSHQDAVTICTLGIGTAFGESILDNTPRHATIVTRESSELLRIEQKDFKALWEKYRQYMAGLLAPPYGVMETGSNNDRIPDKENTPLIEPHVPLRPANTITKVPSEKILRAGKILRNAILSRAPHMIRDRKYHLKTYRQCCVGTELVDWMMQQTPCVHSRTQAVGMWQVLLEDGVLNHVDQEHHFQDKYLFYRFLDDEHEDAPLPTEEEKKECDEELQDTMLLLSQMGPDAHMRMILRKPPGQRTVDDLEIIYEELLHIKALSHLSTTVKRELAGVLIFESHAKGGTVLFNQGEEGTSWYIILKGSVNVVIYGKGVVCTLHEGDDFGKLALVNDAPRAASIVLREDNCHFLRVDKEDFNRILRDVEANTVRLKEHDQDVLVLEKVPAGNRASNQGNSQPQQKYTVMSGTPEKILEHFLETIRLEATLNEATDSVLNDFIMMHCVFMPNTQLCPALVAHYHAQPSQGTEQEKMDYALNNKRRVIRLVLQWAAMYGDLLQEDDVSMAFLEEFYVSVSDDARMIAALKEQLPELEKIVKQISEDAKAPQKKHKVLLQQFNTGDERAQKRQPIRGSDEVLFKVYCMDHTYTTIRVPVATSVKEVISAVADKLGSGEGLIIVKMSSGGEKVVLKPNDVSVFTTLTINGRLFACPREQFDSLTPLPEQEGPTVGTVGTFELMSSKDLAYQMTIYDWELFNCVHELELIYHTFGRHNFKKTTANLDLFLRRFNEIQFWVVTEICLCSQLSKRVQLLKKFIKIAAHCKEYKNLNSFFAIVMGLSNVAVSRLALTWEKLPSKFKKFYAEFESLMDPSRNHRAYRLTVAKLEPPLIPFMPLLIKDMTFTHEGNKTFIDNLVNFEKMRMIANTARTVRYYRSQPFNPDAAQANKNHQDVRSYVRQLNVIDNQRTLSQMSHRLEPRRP
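Setup: EPAC2 100 nM, labeled Rap1B complex 250 nM, free GDP 50 uM. Compound titrations pinned in, brief spin, 5 min room temperature incubation. Kinetic fluorescence read over 30 min, normalized to 6.5 mM cAMP.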
aSyn yeast inh: rescues yeast growth from alpha-synuclein toxicity. AID 652106. Potency, µM (top dose mostly 46.1 µM), without a hit: at the top dose growth rescue (activation), most hits filed as activators. Yeast expressing alpha-synuclein, growth rescue, BacTiter-Glo, 24 h. actives 0.14% (n = 370,000); note: % of control where 0% means no effect; nearly all actives have a fitted effect of over 65% in size
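Screening used galactose-induced yeast with toxic alpha-synuclein levels, exposed to compound for 24 hr at 30 deg C. Cell growth, read with BacTiter-Glo luminescence, gave the measured signal.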
EPAC1 antagonist: antagonists of human EPAC1. Potency, µM (series often up to 115 µM), inactives show top-dose activity change, negative = inhibition, most hits filed as inhibitors. AID 720709. EPAC1 GEF assay, Rap1b-BODIPY-GDP exchange fluorescence. actives 0.14% (n = 360,000). O95398;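 note: plate controls were vehicle for no effect and positive control for full effect; nearly all actives have a fitted effect of over 50% in size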
FUS yeast rescue: rescues growth of FUS-expressing yeast. S. cerevisiae FUS-expressing, growth rescue, OD600, 24 h. Potency, µM (titrated, usually from 76.6 µM), inactives show top-dose growth rescue (activation), usual class: activators. actives 0.24% (n = 390,000). AID 1347120;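 note: plate controls were DMSO vehicle for no effect and reference control for full effect; nearly all actives have a fitted effect of over 55% in size; some results filed as inactive show a strong effect at the top dose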
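Read-out: OD at 600 nm after 24hr at 30C, reporting rescue of FUS-induced yeast toxicity. Cells at OD 0.005 in galactose (2%) minimal medium; compounds tested in a dilution series; CP55940 titration from 92uM final as control.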
EPAC2 antagonist: EPAC2 (human) antagonism | Potency, µM (highest dose often 114 µM), for inactives: at the top dose activity, negative = inhibition, usual class: inhibitors | EPAC2 GEF exchange of Rap1B-BODIPY-GDP, fluorescence | Q8WZA2 | actives 0.18% (n = 360,000); note: % is set by controls: 0 for no effect and ±100 for the full control effect; nearly all actives have a fitted effect of over 45% in size; many of its hits are not listed in these tables
An asterisk follows results filed as active; i = inactive; ? = inconclusive; · = no result given; [ ] = remark or other dose. Calls come from the whole dose curve; as a rule, active = well fitted curve in the direction sought with a large enough effect; inconclusive = small, poorly fitted or top-dose-only effect, or another doubt; inactive = no such curve, though single readings can be large; an effect the other way counts as inactive or inconclusive. Potency is the fitted concentration of half-maximal effect. A portion of the library; count on the stated rates, not on these rows.

Sequence of screens: FUS yeast rescue | EPAC1 antagonist | PTHR1 ag | EPAC2 antagonist | TDP43 rescue | EPAC1 ag | aSyn yeast inh | EPAC2 agonist
[1] COc1nc(C)ccc1-c1noc(-c2cccs2)n1
→ -13.6% | 3.0% | -17.9% | -6.7% | -4.0% | 1.5% | -2.3% | -4.0%
[2] COc1ccc(C(=O)Nc2cccc(C(=O)O)c2)cc1S(=O)(=O)N1CCCC1
→ · | -1.0% | -0.7% | 1.2% | -12.2% | 4.8% | 8.6% | -5.3%
[3] Cn1c(-c2ccc(=O)[nH]c2)nc2ccccc21
→ -12.5% | -13.1% | i | 2.1% | -12.4% | 6.3% | -9.5% | 3.5%
[4] O=C(/C=C/c1ccccc1)Nc1nnc(-c2ccco2)o1
→ -79.2%[inhibitor] | -5.7% | 5.0% | -2.7% | -20.9% | 4.2% | -9.3% | 13.5%
[5] O=C(CSc1ccc(-c2cccnc2)nn1)Nc1ccc(Br)cc1
→ 0.0% | 8.8% | -14.7% | -6.4% | 24.9% | 3.5% | -1.0% | -2.7%
[6] CC(C)c1cccc(C(C)C)c1NC(=O)COC(=O)C1CCC1
→ -14.6% | -1.8% | i | 15.9% | -10.3% | 9.7% | -2.6% | 3.0%
[7] COC(=O)CNc1nc(Cl)nc(Nc2ccc(Cl)cc2)n1
→ -12.4% | -16.4% | i | 1.5% | 28.3% | 5.4% | -0.2% | -2.6%
[8] Cc1ccc(C(=O)O)cc1NC(=S)NC(=O)c1ccc(-c2ccc(Cl)cc2)o1
→ 1.9% | 4.6% | i | -7.9% | 0.6% | 8.7% | -0.3% | -1.5%
[9] COc1cccc(/C=C2\SC(=S)N(CCC(=O)Nc3ccc(O)cc3)C2=O)c1
→ 15.8% | -18.6% | -60.9%[inhibitor] | 1.0% | 4.3% | 7.2% | 6.3% | 18.1%
[10] N#C/C(=C(/O)Cc1cccc2ccccc12)c1nc2ccccc2s1
→ 2.5% | 0.2% | -39.2%[inhibitor] | 10.0% | 5.8% | -13.0% | -5.0% | -3.0%
[11] COc1ccc(-c2nnc(NC(=O)Cc3ccccc3)s2)c(OC)c1
→ 6.3% | 8.6% | 9.1% | 6.2% | 7.9% | -3.1% | -1.3% | -1.7%
[12] CC(Oc1ccc(-c2ccccc2)c(F)c1)c1ccn(S(=O)(=O)c2cccc3ccccc23)n1 (centres undefined)
→ -3.9% | -6.3% | -1.0% | 4.9% | 13.1% | 5.7% | 4.6% | 10.8%
[13] COc1cccc(NC(=O)CN(C)C(=O)CSC(=S)N2CCCC2)c1
→ -10.0% | 6.6% | i | -1.2% | 21.1% | -0.5% | 16.9% | -1.2%
[14] Cc1nn(CC(=O)N2CCN(C34CC5CC(CC(C5)C3)C4)CC2)c(C)c1[N+](=O)[O-]
→ 15.3% | -14.0% | -15.8% | 1.7% | 5.8% | -5.5% | -1.1% | 2.6%
[15] O=C(NCc1cccnc1)c1cnc2ccccc2n1
→ -7.3% | 2.1% | i | 3.2% | 15.0% | 4.2% | 3.2% | 2.5%
[16] O=C(COc1ccc(S(=O)(=O)N2CCCCC2)cc1)Nc1ccccc1F
→ -2.9% | -27.0% | i | 17.0% | 5.6% | -18.7% | -5.3% | 2.4%
[17] CNc1nc(OCC(F)(F)F)nc(OCC(F)(F)F)n1
→ 7.9% | -4.1% | i | 1.1% | -26.7% | -8.2% | 19.2% | -17.2%
[18] Cc1nonc1CC(=O)N1CCCC(C(=O)c2ccc(Cl)cc2)C1 (centres undefined)
→ 22.7% | -25.3% | -20.2% | -6.8% | ? | 6.6% | 15.6% | 0.4%
[19] COCCNC(=S)Nc1ccc2nc(N3CCCC3)cc(C)c2c1
→ · | -16.2% | i | -1.9% | -12.4% | 3.3% | -8.2% | 4.4%
[20] Cc1ccc2[nH]cc(CCNS(=O)(=O)c3ccc(F)cc3)c2c1
→ -12.0% | -1.7% | -9.5% | -5.4% | 1.1% | 0.4% | 20.1% | 11.6%
[21] O=C1CN(S(=O)(=O)c2ccccc2)CC(=O)N1CCc1ccccc1
→ 24.6% | 13.8% | i | 10.4% | 21.4% | -3.2% | -0.7% | -3.8%
[22] Cc1ccc(OCC(O)CN2CCN(Cc3ccc4c(c3)OCO4)CC2)cc1C (centres undefined)
→ · | -2.0% | i | 3.8% | 20.5% | 1.3% | -0.5% | -1.8%
[23] CCOC(=O)c1oc2nc(C)c3c(c2c1N)CC(C)(C)OC3
→ 2.8% | -9.3% | i | -2.9% | 23.0% | -2.9% | 6.6% | -1.0%
[24] CCCC(=O)N/C(N)=N/c1nc2ccccc2o1
→ -23.0% | 12.0% | -33.5%[inhibitor] | 11.3% | 12.6µM* | -7.3% | -17.6% | -2.0%
[25] CC(=O)c1cccc(NC(=O)/C(=C\c2cccnc2)NC(=O)c2ccccc2)c1
→ 14.6% | 3.5% | i | 4.1% | 6.5% | -1.6% | 0.8% | 9.5%
[26] COc1cccc(OCc2cc(C(=O)N3CCN(C4CCCC4)CC3)no2)c1
→ 17.3% | -17.0% | i | -9.0% | -4.7% | -1.8% | 0.0% | 11.8%
[27] CCCn1c(=S)[nH]c2cc(C(=O)NCC3CCCO3)ccc2c1=O (centres undefined)
→ -15.4% | 0.2% | -39.6%[inhibitor] | 6.2% | 14.4% | -7.9% | -5.1% | 23.0%
[28] C[C@H](CO)N1C[C@H](C)[C@@H](CN(C)Cc2ccc(C(=O)O)cc2)Oc2c(NS(=O)(=O)c3cn(C)cn3)cccc2C1=O
→ 4.9% | -3.7% | i | 3.3% | 7.8% | 7.8% | -2.2% | 9.9%
[29] COc1ccc(-c2cn3c(C)c(C(=O)Nc4cccc(NC(C)=O)c4)sc3n2)cc1
→ 1.1% | -6.3% | i | -16.6% | -11.6% | -6.4% | · | 0.8%
[30] O=C(NNc1ncc(C(F)(F)F)cc1Cl)c1c(Cl)cccc1Cl
→ -5.2% | 3.0% | 0.2% | 0.8% | 23.9% | 11.9% | 8.2% | -2.7%
[31] CC12CCC(C(=O)Nc3ncc([N+](=O)[O-])s3)(OC1=O)C2(C)C (centres undefined)
→ -0.7% | 7.1% | -31.6%[inhibitor] | 5.2% | -27.0% | 4.3% | -3.3% | 7.7%
[32] CC1CCCC(C)N1S(=O)(=O)c1ccc(NC(=O)CCn2cnc3ccccc3c2=O)cc1 (centres undefined)
→ 10.5% | -0.1% | -21.0% | -4.0% | -13.0% | 13.6% | -3.1% | 1.4%
[33] CCCCCCCCCCCCS(=O)(=O)CCC(=O)O
→ 0.2% | -0.2% | i | -10.6% | -1.4% | -4.4% | 5.5% | -13.5%
[34] Cc1cc(Cn2nc(-c3ccccc3)cc2C(=O)NCc2cccs2)on1
→ ? | 6.2% | -1.9% | -15.7% | 10.3% | -3.6% | 0.3% | 11.9%
[35] O=C(Nc1cccc(C(F)(F)F)c1)c1n[nH]c(Cn2cncn2)n1
→ 1.3% | -3.7% | i | 1.2% | -14.0% | 7.0% | -1.0% | 5.9%
[36] CC12COC3(C(=O)Nc4cccnc4)CC1CCC32C (centres undefined)
→ 11.3% | 6.1% | -43.7%[inhibitor][57.5 µM] | -0.3% | -17.5% | 1.2% | -8.6% | 2.3%
[37] CCCCN(C(=O)c1cccc(C)c1)c1c(N)n(CCC)c(=O)[nH]c1=O
→ 12.1% | 12.6% | i | 3.8% | -2.9% | 1.9% | 1.9% | -5.0%
[38] COc1ccc(N2C(=O)CC(N3CCN(c4ccccc4F)CC3)C2=O)cc1 (centres undefined)
→ -0.4% | 10.8% | -15.5%[57.5 µM] | -2.3% | 20.5% | -0.8% | 15.2% | 7.3%
[39] CC(C)c1ccc(OCc2ccc(C(=O)N3CCCC3)o2)cc1
→ 48.4% | -11.4% | -91.7%[inhibitor] | -2.5% | -11.1% | -14.6% | -47.2%[inhibitor] | 10.9%
[40] COc1ccc(NC(=O)COC(=O)c2ccc(Cl)c(S(N)(=O)=O)c2)c([N+](=O)[O-])c1
→ 4.8% | 14.1% | -13.5% | -9.6% | 9.0% | -18.2% | -5.1% | -25.7%
[41] CC(NC(=O)C1CCCN1C(=O)c1cccs1)c1ccc(Cl)cc1Cl (centres undefined)
→ -47.5% | 3.6% | -16.5% | -1.6% | 6.4% | -16.5% | -2.7% | -7.9%
[42] S=C(NCc1ccco1)N/N=C/c1cccnc1
→ 20.9% | -15.8% | i | -3.9% | 10.0% | -9.4% | 1.4% | -0.7%
[43] O=[N+]([O-])c1ccc(CN2CCN(c3ccc(Cl)cc3)CC2)o1
→ -14.4% | -17.8% | -36.5% | 6.6% | -22.4% | -0.5% | 2.9% | 3.9%
[44] Cn1ncc(Cl)c(Oc2ccccc2)c1=O
→ -2.8% | -9.8% | i | -1.2% | 13.8% | 4.3% | 0.8% | 7.8%
[45] CCc1ccc(C2CC(c3cccc(Cl)c3)n3nc(N)nc3N2)cc1 (centres undefined)
→ 8.2% | -22.6% | -0.2% | 4.9% | -2.4% | -4.4% | -6.0% | 1.6%
[46] CC(=O)c1cccc(NC(=O)C(C)OC(=O)Cc2n[nH]c(=O)c3ccccc23)c1 (centres undefined)
→ 19.5% | 13.4% | -2.2% | 7.7% | 14.8% | -2.3% | -3.1% | -2.0%

Of the compounds above, these contain a furan ring, fused or not.
Sequence of screens: FUS yeast rescue | EPAC1 antagonist | PTHR1 ag | EPAC2 antagonist | TDP43 rescue | EPAC1 ag | aSyn yeast inh | EPAC2 agonist
[4] O=C(/C=C/c1ccccc1)Nc1nnc(-c2ccco2)o1
→ -79.2%[inhibitor] | -5.7% | 5.0% | -2.7% | -20.9% | 4.2% | -9.3% | 13.5%
[8] Cc1ccc(C(=O)O)cc1NC(=S)NC(=O)c1ccc(-c2ccc(Cl)cc2)o1
→ 1.9% | 4.6% | i | -7.9% | 0.6% | 8.7% | -0.3% | -1.5%
[23] CCOC(=O)c1oc2nc(C)c3c(c2c1N)CC(C)(C)OC3
→ 2.8% | -9.3% | i | -2.9% | 23.0% | -2.9% | 6.6% | -1.0%
[39] CC(C)c1ccc(OCc2ccc(C(=O)N3CCCC3)o2)cc1
→ 48.4% | -11.4% | -91.7%[inhibitor] | -2.5% | -11.1% | -14.6% | -47.2%[inhibitor] | 10.9%
[42] S=C(NCc1ccco1)N/N=C/c1cccnc1
→ 20.9% | -15.8% | i | -3.9% | 10.0% | -9.4% | 1.4% | -0.7%
[43] O=[N+]([O-])c1ccc(CN2CCN(c3ccc(Cl)cc3)CC2)o1
→ -14.4% | -17.8% | -36.5% | 6.6% | -22.4% | -0.5% | 2.9% | 3.9%

Screening data (PubChem)
